Luc counter – blocks Kinase-Glo luciferase, a counter-screen artifact; AID 1379; Kinase-Glo luciferase, ATP luminescence, 8 min; Potency, µM (doses to about 38.3 µM), for the others: at the highest dose activity change, negative = inhibition, actives largely listed as inhibitors; actives 0.28% (n = 200,000); also: potency is read from the fitted curve at half-maximal effect; % is scaled to controls: 0 for no effect and ±100 for the full control effect; nearly all actives have a fitted effect of over 60% in size
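Kinase-Glo luciferase light output from ATP and luciferin was measured with 10 uM ATP, within the enzyme's linear range. Buffer: 50 mM imidazole pH 7.2, 50 mM KCl, 7 mM MgCl2, 0.01% Tween 20, 0.05% BSA; luminescence read after 8 min at ambient temperature.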
HTT aggregate – inhibitors of mutant huntingtin aggregate formation in PC12 cells. PC12 HttQ103-GFP aggregates, Acumen cytometry, 40 h. actives 1.1% (n = 220,000). Potency, µM (highest dose often 46.1 µM), for the others: at the top dose activity change, negative = inhibition, actives largely listed as inhibitors; also: potency is read from the fitted curve at half-maximal effect; % is scaled to controls: 0 for no effect and ±100 for the full control effect; nearly all actives have a fitted effect of over 60% in size
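Inducible Q103 Huntingtin exon 1–GFP PC12 line, 1500 cells/well in phenol red free DMEM with 5% equine and 5% calf serum. Tebufenozide 100 nM induced expression; compounds titrated; aggregates quantified by cytometry.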
Epigenetic reg – regulators of epigenetic silencing causing reporter derepression in mouse cells | murine LDR cells, GFP reporter derepression, 30 h | Potency, µM (titrated, usually from 53.9 µM), for the others: top-dose GFP activation, usual class: activators | actives 0.2% (n = 280,000) | AID 1865; also: potency is read from the fitted curve at half-maximal effect; % of control where 0% means no effect; nearly all actives have a fitted effect of over 60% in size
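GFP-positive cell count by laser-scanning cytometry (objects 20–120 um) after 30 h, 37 C compound exposure of murine LDR cells; reporter is CMV-GFP integrated at a silenced locus, inducible by HDAC or DNMT inhibitors.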
CBFb RUNX1 block – CBF-beta/RUNX1 interaction disruption; Q01196+Q13951; AlphaScreen CBFb-His/RUNX1-biotin binding, biochemical; Potency, µM (titrated, usually from 59.8 µM), for inactives: at the top dose activity, negative = inhibition, usual class: inhibitors; 230,000 tested, under 10 active; AID 1477; also: % of control where 0% means no effect
Target sequence (Q01196 whole entry, looked up): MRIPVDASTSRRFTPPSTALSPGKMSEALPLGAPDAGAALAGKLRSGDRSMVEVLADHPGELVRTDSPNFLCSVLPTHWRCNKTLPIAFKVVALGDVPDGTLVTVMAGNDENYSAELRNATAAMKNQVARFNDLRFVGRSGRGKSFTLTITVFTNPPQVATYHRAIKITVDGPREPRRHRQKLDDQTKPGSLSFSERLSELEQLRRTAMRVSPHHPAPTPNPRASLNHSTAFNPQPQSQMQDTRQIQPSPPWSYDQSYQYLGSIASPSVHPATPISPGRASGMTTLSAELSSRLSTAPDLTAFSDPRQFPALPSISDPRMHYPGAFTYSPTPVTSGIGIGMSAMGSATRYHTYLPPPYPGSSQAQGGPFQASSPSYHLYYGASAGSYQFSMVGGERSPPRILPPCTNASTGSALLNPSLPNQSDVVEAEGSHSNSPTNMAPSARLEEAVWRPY
Target sequence (Q13951 whole entry, looked up): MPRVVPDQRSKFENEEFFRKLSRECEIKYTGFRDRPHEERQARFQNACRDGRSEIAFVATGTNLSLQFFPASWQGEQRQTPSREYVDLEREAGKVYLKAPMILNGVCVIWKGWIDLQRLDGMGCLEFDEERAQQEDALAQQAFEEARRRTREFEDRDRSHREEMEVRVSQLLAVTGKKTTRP
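Compounds were screened at multiple concentrations against a preformed CBF-beta(His)/RUNX1(biotin) complex (30 nM of each) for 15 min at room temperature, followed by 90 min with nickel and streptavidin beads and AlphaScreen reading.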
IMPase Li inh – membrane-permeable IMPase blocker, potentiated with lithium; CHO-M1 cells, IP1 TR-FRET (IP-One), carbachol + lithium; Potency, µM (doses to about 59.4 µM), without a hit: at the top dose activity, negative = IMPase inhibition, most hits filed as inhibitors; actives 0.35% (n = 210,000);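 also: IP1 builds up when IMPase is blocked and the TR-FRET signal falls; potency is read from the fitted curve at half-maximal effect; plate controls were basal vehicle for no effect and high inhibitor control for full effect; nearly all actives have a fitted effect of over 50% in size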
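Steps: plate 2000 CHO-M1 cells per well and culture 16–30 h; add compound and lithium; incubate 30 min, 37C; add d2-IP1 tracer and Eu cryptate anti-IP1 antibody in lysis buffer; read after 10 min at room temperature.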
NPSR antag – blocks cAMP signaling of the human neuropeptide S receptor. CHO-NPSR cells, cAMP TR-FRET, antagonist mode. Potency, µM (doses to about 38.3 µM), without a hit: top-dose activity change, negative = inhibition, usual class: inhibitors. actives 1% (n = 220,000). AID 1461; also: potency is read from the fitted curve at half-maximal effect; % is scaled to controls: 0 for no effect and ±100 for the full control effect; nearly all actives have a fitted effect of over 50% in size; many of its hits are not listed in these tables
Target sequence (Q6W5P4 whole entry, looked up): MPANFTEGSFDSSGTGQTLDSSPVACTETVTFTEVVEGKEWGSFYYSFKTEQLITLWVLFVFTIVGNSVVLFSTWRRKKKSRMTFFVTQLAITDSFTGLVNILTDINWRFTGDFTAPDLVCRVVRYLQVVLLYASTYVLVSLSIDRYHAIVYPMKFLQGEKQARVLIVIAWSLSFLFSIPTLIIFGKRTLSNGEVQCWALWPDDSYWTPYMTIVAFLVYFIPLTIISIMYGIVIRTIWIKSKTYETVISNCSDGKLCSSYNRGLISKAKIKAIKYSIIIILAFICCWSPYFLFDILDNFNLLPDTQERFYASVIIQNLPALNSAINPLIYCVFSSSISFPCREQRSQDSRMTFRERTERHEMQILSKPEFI
LMNA splice mod – changes lamin A minigene splicing in HeLa cells; HeLa LMNA splicing GFP/RFP minigene ratio, 48 h; Potency, µM (doses to about 46.1 µM), for inactives: at the top dose ratio change, negative = inhibition, most hits filed as inhibitors; actives 0.01% (n = 200,000); active = well fitted inhibition curve with a large enough effect in the signal ratio, with a control signal flat, not every such curve was filed as active; inconclusive = small, poorly fitted or top-dose-only effect, or effect the other way, or a change in a side signal; the % refers to the signal ratio; also: potency is read from the fitted curve at half-maximal effect; % is scaled to controls: 0 for no effect and ±100 for the full control effect
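S3 HeLa cells stably expressing lamin A-EGFP splicing minigene plus DsRed2, 600 cells/well, 48 h compound exposure at 37C. Laser-scanning cytometry; analysed as GFP (500-530 nm)/RFP (575-640 nm) total intensity ratio; 0.5% DMSO vehicle.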
The depositor's hits bear a star; ? = inconclusive; . = no result given; [ ] = dose if it differs, or a comment. Unless noted, calls follow the shape of the dose curve; as a rule, active = well fitted curve in the direction sought with a large enough effect; inconclusive = small, poorly fitted or top-dose-only effect, or another doubt; inactive = no such curve, though single readings can be large; an effect the other way counts as inactive or inconclusive. Not all compounds are listed (hit frequency here may not be typical).

SMILES	Luc counter	HTT aggregate	Epigenetic reg	CBFb RUNX1 block	IMPase Li inh	NPSR antag	LMNA splice mod
Cc1cc(C(=O)CN2C(=O)NC3(CCC(C)CC3)C2=O)c(C)n1C (configuration not stated)	-1%	?	3.8%	-8%	5%	8%	6%[46 µM]
Cc1cc(C(=O)COC(=O)c2cccnc2Cl)c(C)n1CC1CCCO1 (configuration not stated)	10µM*	-22%	-0.4%	-3%	4%	2%	1%[46 µM]
COc1cc(CCC(O)CC(=O)CCc2ccccc2)ccc1O (configuration not stated)	.	-12%[9.22 µM]	-0.7%	4%	-13%	-16%	.
Cc1ccc(C(=O)N(CN2CCCC2=O)c2ccc(F)cc2)cc1	-3%	-15%	0.0%	-4%	3%[38.3 µM]	12%[46.1 µM]	8%
COc1ccc(C)cc1S(=O)(=O)Nc1ccccc1C	4%	2%	-3.2%	7%	0%[38.3 µM]	-19%[46.1 µM]	-15%
COc1cc(/C=N/NC(=O)CSc2n[nH]c(=O)[nH]c2=O)cc(OC)c1O	-5%	-4%	-0.1%	-1%	2%	18%	.
O=C(NCc1ccco1)C(c1ccccc1)N(C(=O)Cc1cccs1)c1ccccc1 (configuration not stated)	6%	-23%	-1.2%	8%	21%	-9%[46.1 µM]	-8%
CCOC(=O)c1cccnc1NC(=O)c1ccccc1	-1%	?	2.1%	12%	-5%	3%	0%
O=C(Nc1cccc(Cl)c1)c1cnn2cccnc12	-4%	2%	0.0%	1%	15%[38.3 µM]	-6%[46.1 µM]	10%
CN(C(=O)c1cnc2n(c1=O)CCS2)C1CCCCC1	5%	22%	-1.0%	3%	-9%[38.3 µM]	-13%[46.1 µM]	-6%
CCc1nc(SCC(=O)c2ccc(Cl)s2)c2oc3ccccc3c2n1	-2%	-22%	-1.2%	9%	?	-30%[46.1 µM]	31%
Cn1c(NNC(=O)c2ccccc2F)cc(=O)n(C)c1=O	.	-6%[9.22 µM]	1.0%	20%	.	5%	.
O=C(c1oc2ccccc2c1N1CCCCC1)N1CCCCC1	2%	3%	4.8%	5%	35%[activator][38.3 µM]	-30%[46.1 µM]	0%
O=C(c1ccccc1)N1CCCN(c2nccc(C(F)(F)F)n2)CC1	.	13%[9.22 µM]	2.1%	7%	.	0%	10%[46 µM]
Cc1ccc(S(=O)(=O)NCC2CCC(C(=O)NCc3cccnc3)CC2)cc1 (configuration not stated)	-2%	-7%	-1.5%	2%	7%	14%	?

Four entries from above in another layout:
Values run as follows: Luc counter	HTT aggregate	Epigenetic reg	CBFb RUNX1 block	IMPase Li inh	NPSR antag	LMNA splice mod
Cc1cc(C(=O)COC(=O)c2cccnc2Cl)c(C)n1CC1CCCO1 (configuration not stated)
 : 10µM*	-22%	-0.4%	-3%	4%	2%	1%[46 µM]
COc1cc(CCC(O)CC(=O)CCc2ccccc2)ccc1O (configuration not stated)
 : .	-12%[9.22 µM]	-0.7%	4%	-13%	-16%	.
Cc1ccc(C(=O)N(CN2CCCC2=O)c2ccc(F)cc2)cc1
 : -3%	-15%	0.0%	-4%	3%[38.3 µM]	12%[46.1 µM]	8%
COc1ccc(C)cc1S(=O)(=O)Nc1ccccc1C
 : 4%	2%	-3.2%	7%	0%[38.3 µM]	-19%[46.1 µM]	-15%

Later entries:
SMILES	Luc counter	HTT aggregate	Epigenetic reg	CBFb RUNX1 block	IMPase Li inh	NPSR antag	LMNA splice mod
CCCC(=O)Nc1ccccc1NC(=O)CN(C)S(=O)(=O)c1ccccc1	3%	-1%	-0.8%	4%	-6%[38.3 µM]	-4%[46.1 µM]	23%
CC(C)(C)n1ncc2c(=O)n(Cc3ccc(Cl)cc3)cnc21	3%	-16%	-1.2%	5%	13%	-3%	.
CCCc1ccc(C(=O)[C@@H]2[C@@H](C(C)=O)N3c4ccc(F)cc4C=C[C@@H]3[C@@]23C(=O)Nc2ccccc23)cc1	.	14%[9.22 µM]	0.0%	17%	.	-34%	.
Cc1cc(NC(=S)NC(=O)C2CC2)ccc1Br	.	?	-1.9%	-1%	.	?	-8%
CC(=O)c1cn(Cc2ccccc2)c(=O)n(Cc2ccc(F)cc2)c1=O	-3%	-14%	1.1%	26%	14%	-21%	6%[46 µM]
CC(=O)Nc1ccc(S(=O)(=O)Nc2nc(-c3ccc(C(C)(C)C)cc3)cs2)cc1	4%	27%	0.0%	-5%	5%	9%	-5%
CCOc1ccc(Cn2nnc(C(=O)Nc3cc(OC)cc(OC)c3)c2N)cc1	2%	-5%	1.7%	-4%	7%[38.3 µM]	-15%[46.1 µM]	6%
Cc1nn(-c2cccc(Cl)c2)c(Cl)c1/C=N/NC(=O)c1cccs1	.	2%	1.7%	-8%	.	-1%[46.1 µM]	-11%
COc1ccc(OC)c(NC(=O)CSCC(=O)O)c1	3%	-19%	-1.0%	-8%	13%[38.3 µM]	-3%[46.1 µM]	7%
Cc1cc(NC(=O)Cc2cccs2)no1	0%	-14%	-0.9%	?	-5%	-9%[46.1 µM]	-2%
CS(=O)(=O)c1ccc2nc(NC(=O)Nc3cccc(Cl)c3)sc2c1	1%	?	0.0%	-5%	31%[activator][38.3 µM]	-12%[46.1 µM]	?
O=C(CSCc1ccccc1)Nc1ccc(S(=O)(=O)N2CCOCC2)cc1	-3%	2%	-1.1%	4%	-2%[38.3 µM]	-15%[46.1 µM]	-11%
CCOC(=O)Cn1nc(C)n(-c2ccc(F)cc2)c1=O	0%	6%	-0.1%	15%	-1%	15%	3%[46 µM]
CCO[C@H]1OC(C(=O)N2CCOCC2)=C[C@@H](c2ccc3c(c2)OCO3)[C@@H]1CCCO	.	3%[9.22 µM]	2.3%	4%	1%	-22%	.
O=C(CSc1ncn[nH]1)Nc1ccccc1Sc1ccc(Cl)cc1	-2%	-16%	2.1%	-6%	9%[38.3 µM]	-29%[46.1 µM]	2%
O=C(Nc1ccc2c(c1)OCCO2)c1cc(-n2cnnc2)ccc1Cl	-1%	-7%	0.0%	0%	24%[38.3 µM]	-18%[46.1 µM]	3%
Cn1c(=O)c2c(nc(NCc3ccco3)n2C)n(C)c1=O	3%	-8%	0.0%	-3%	14%[38.3 µM]	-13%[46.1 µM]	4%
CC(C)(C)OC(=O)COc1cc(OCC(=O)OC(C)(C)C)c2c(=O)cc(-c3ccccc3)oc2c1	-1%	7%	9.6%	1%	-20%[38.3 µM]	6.3µM*	1%
CCN(C(=O)CSc1nnc(-c2ccccc2Cl)n1C1CCCC1)C1CCS(=O)(=O)C1 (configuration not stated)	4%	21%	-0.2%	2%	8%[38.3 µM]	-1%[46.1 µM]	14%
CC1CN(C(NC(=O)C(C)(C)C)C(Cl)(Cl)Cl)CC(C)O1 (configuration not stated)	4%	13%	0.2%	4%	-7%[38.3 µM]	0%[46.1 µM]	11%[0.0737 µM]
O=C(Nc1cccc(C(F)(F)F)c1)c1csc(-c2ccncc2)n1	0%	30%	2.8%	1%	-6%	-27%	19%[46 µM]
CCCN(CCC)CCCNC(=O)c1cn(CCOC)c(=O)c2c1c1ccccc1n2C	-6%	23%	-1.9%	0%	-9%[38.3 µM]	?	5%
COc1ccc(NC(=O)C2CCCN(c3cc(C)nc4ncnn34)C2)cc1 (configuration not stated)	1%	-6%[9.22 µM]	2.5%	9%	7%	-4%	-8%[46 µM]
C=CCc1cc(/C=C/c2nc(O)c([N+](=O)[O-])c(=O)[nH]2)cc(OC)c1O	2%	13%	-2.5%	?	19%	-25%	.
CCOc1cccc2cc(C(=O)N3CCN(C/C=C/c4ccccc4)CC3)c(=O)oc12	2%	-9%	-1.0%	-9%	2%	-9%	-12%
CC1(C)CC(=O)C(N=Nc2ccc(Cl)cc2)=C(O)C1	0%	10%	-1.0%	-6%	-1%	18%	-11%
O=C(NC(=S)Nc1c(F)cc(F)cc1Br)c1ccc2c(c1)OCCO2	2%	11%	2.1%	-6%	17%	-43%	.
Cc1c(NC(=O)c2cc(-c3ccco3)on2)c(=O)n(-c2ccccc2)n1C	1%	5%	-2.3%	3%	3%[38.3 µM]	-10%[46.1 µM]	16%
O=C(NCc1ccc2c(c1)OCO2)C1CCN(S(=O)(=O)c2cccs2)CC1	-5%	-10%	0.5%	-14%	-19%[38.3 µM]	-9%[46.1 µM]	-2%
COc1cc(C(=O)OCC(=O)Nc2c(F)c(F)c(F)c(F)c2F)cc(OC)c1OC	1%	-17%	-1.2%	7%	-10%[38.3 µM]	-10%[46.1 µM]	-7%
CCOc1ccc([N+](=O)[O-])c(N)c1	0%	-2%	0.0%	4%	-3%	9%	?
COc1cc(C(=S)N2CCCCC2)ccc1OCC(=O)N1CCCC1	1%	-16%	0.0%	0%	19%[38.3 µM]	3%[46.1 µM]	-2%
C/C(=N\O)C(=O)NCC1CCNCC1	1%	4%	-3.6%	0%	-14%[38.3 µM]	-8%[46.1 µM]	10%
NC(=O)COC(=O)c1cccc(S(=O)(=O)N2CCCc3ccccc32)c1	3%	26%	-0.2%	-1%	1%	-3%	-5%[46 µM]
CCOC(=O)C1=C(C)NC(C)=C(C(=O)OCC)C1c1ccco1	.	-7%[9.22 µM]	-2.4%	-4%	.	23%	.
Cc1ccc(C(=O)Nc2cccc(C(F)(F)F)c2)cc1NC(=O)c1csc(-c2ccncc2)n1	.	-5%[9.22 µM]	-4.1%	15%	.	-32%	.
c1ccc(C(Cc2nc(-c3cccnc3)no2)c2ccccc2)cc1	0%	-13%	0.0%	15%	14%[38.3 µM]	-29%[46.1 µM]	-3%
C/C(=N\N=C(/N)c1nonc1N)c1ccc2c(c1)OCO2	.	10%[9.22 µM]	-1.0%	-1%	.	-10%	.
COC(=O)c1c(C)cc(C)n2c1nc1ccccc12	-2%	-1%	4.5%	8%	-15%[38.3 µM]	-10%[46.1 µM]	-3%
O/N=C1\CCSc2ccc(F)cc21	.	11%[9.22 µM]	-1.3%	-4%	.	-18%	.
CCOC(=O)C1CCN(C(=O)C(C)Oc2ccc(Br)cc2)CC1 (configuration not stated)	2%	21%	0.4%	2%	5%	-2%	-10%[46 µM]
CCOc1ccc(S(=O)(=O)Nc2nc3ccccc3nc2Nc2ccc(N3CCOCC3)cc2)cc1	3%	?	0.0%	10%	13%	-24%	?
O=C(N/N=C\c1ccc(-c2ccc([N+](=O)[O-])cc2)o1)c1ccc2c(c1)OCO2	0%	1%	-1.0%	7%	7%	1%	-22%
Cc1ccc(Nc2ncnc(N)n2)cc1C	-4%	-6%[9.22 µM]	-2.6%	0%	-1%	-3%	.
